Screens: PubChem BioAssay, several laboratories
IMP-1 inh – inhibitors of Pseudomonas aeruginosa IMP-1 metallo-beta-lactamase | purified IMP-1, nitrocefin hydrolysis, epi-absorbance fluorescence | inhibition, % at 5.6 µM | 290,000 compounds, 0.45% hits;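 active = inhibition above the mean plus 3 SD of all compounds in the same screening run, cut at about 4.5% in these data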;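 note: 0% = IMP-1 with DMSO and 100% = DMSO wells lacking enzyme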
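assay system = purified recombinant IMP-1 metallo-beta-lactamase enzyme | schedule = 15 min preincubation plus 25 min reaction at 25 °C | signal = Epi-absorbance fluorescence, 480 nm excitation, 530 nm emission | read-out basis = percent inhibition from optical density relative to buffer-blank wells | controls = IMP-1 with DMSO as 0%, enzyme-free DMSO as 100%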
DNA FID counter – fluorescent intercalator displacement, NS3 helicase counter-screen. DNA fluorescent intercalator displacement, fluorescence. AID 1845. inhibition, % at 7.9 µM. 290,000 compounds, 0.17% hits; in the data active = inhibition above about 37%;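 note: 0% = vehicle and 100% = reference compound; higher means more ethidium bromide displaced from hairpin DNA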
IDE act – IDE (human) activation, cell-based | P14735 | HEK cells, FAbeta-B cleavage, fluorescence polarization; 0% vehicle, 100% cell-free pure enzyme wells | activation, % at 5.96 µM | 340,000 compounds, 0.073% hits;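 active = activation above the mean of all tested compounds plus 3 SD, set per screening campaign, cut at about 17% in these data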
MEKK3 PB1 HTS – MEKK3-MEK5 PB1 interaction, increase or decrease; Q99759; bead-based flow cytometry, Alexa488-MEK5 binding to MEKK3; actives lie on both sides; 0 = blocked by unlabeled MEK5, 100 = vehicle; binding response (% of control), % at 10 µM; 290,000 compounds, 1.4% hits; AID 1529;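 active = binding response more than 3 SD above or below the average of its plate-row segment, actives on both sides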;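 note: Alexa488 bead fluorescence after subtracting the streptavidin-only scavenger bead signal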
NS3 helicase inh – blocks Hepatitis C virus NS3 helicase unwinding; NS3 helicase DNA unwinding, Cy5 molecular beacon fluorescence; inhibition, % at 10.9 µM; 290,000 compounds, 0.56% hits;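 active = inhibition above the mean of all tested compounds plus 3 SD, set per campaign, cut at about 35% in these data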;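 note: 0% = DMSO wells and 100% = thioflavine S control wells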
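Compound dosing – single dose, 10.9 µM nominal final, DMSO 0.8% final · System – NS3 helicase fragment of HCV · Buffer or medium – MOPS pH 6.5, MgCl2, DTT, Tween20, BSA · Signal – Cy5 beacon fluorescence read at start and 1 h · Also added – annealed dual-labelled DNA beacon duplex, ATP-started · Schedule – 1 h at 25 °C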
p-CIP stab down – compounds decreasing mouse p/CIP protein stability. 290,000 compounds, 0.01% hits. F442A p/CIP-EGFP cells, EGFP fluorescence, 16 h. Q05BA5. decrease of EGFP signal, % at 10 µM. AID 1984;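 active = EGFP signal decrease of at least 30% at 10 µM or well 3 SD below plate mean, unless failing retest; inactive = the rest, including hits failing retest or dose response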; note: some compounds called inactive have numbers as strong as hits; many of its hits are not listed in these tables
Target sequence (Q05BA5 1-1403): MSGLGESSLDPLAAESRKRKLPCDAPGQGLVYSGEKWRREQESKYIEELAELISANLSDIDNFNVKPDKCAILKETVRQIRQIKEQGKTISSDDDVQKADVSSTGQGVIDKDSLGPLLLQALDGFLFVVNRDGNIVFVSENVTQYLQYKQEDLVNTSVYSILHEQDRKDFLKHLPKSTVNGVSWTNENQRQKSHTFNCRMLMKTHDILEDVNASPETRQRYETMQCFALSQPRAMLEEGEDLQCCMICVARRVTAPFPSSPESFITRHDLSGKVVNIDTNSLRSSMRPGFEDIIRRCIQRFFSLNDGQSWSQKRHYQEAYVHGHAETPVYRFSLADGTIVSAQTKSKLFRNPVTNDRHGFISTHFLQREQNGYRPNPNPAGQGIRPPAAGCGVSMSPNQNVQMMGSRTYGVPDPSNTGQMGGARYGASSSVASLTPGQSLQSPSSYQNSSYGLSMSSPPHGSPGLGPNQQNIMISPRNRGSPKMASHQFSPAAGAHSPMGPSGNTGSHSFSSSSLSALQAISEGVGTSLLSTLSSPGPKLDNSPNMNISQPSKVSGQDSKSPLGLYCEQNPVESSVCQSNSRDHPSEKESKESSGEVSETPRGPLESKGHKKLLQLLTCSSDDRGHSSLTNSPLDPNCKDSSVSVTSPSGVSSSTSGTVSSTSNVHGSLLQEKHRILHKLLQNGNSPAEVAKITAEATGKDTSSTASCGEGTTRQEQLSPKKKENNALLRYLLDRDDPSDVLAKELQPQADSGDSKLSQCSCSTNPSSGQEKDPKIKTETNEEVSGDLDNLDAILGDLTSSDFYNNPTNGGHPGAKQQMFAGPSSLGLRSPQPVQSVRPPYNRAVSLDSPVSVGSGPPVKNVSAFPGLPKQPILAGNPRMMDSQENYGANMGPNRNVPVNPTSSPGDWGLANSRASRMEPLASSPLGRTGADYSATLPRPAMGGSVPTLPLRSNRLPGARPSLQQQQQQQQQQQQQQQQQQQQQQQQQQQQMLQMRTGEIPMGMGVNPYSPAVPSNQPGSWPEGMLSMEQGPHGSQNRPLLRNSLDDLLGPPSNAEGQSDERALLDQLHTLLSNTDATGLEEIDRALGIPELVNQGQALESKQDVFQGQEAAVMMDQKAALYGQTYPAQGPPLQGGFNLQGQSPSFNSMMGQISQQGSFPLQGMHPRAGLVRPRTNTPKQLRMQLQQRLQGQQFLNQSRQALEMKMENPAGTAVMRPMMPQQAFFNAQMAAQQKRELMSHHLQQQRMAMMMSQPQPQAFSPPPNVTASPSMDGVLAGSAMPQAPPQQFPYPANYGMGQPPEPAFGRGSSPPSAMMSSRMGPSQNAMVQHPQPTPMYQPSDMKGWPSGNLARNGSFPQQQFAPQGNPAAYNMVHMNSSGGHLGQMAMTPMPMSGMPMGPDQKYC
VIM-2 inh – inhibitors of Pseudomonas aeruginosa VIM-2 metallo-beta-lactamase. AID 1527. inhibition, % at 5.6 µM. 290,000 compounds, 0.89% hits. purified VIM-2, nitrocefin hydrolysis, epi-absorbance fluorescence;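 active = inhibition above the mean of all tested compounds plus 3 SD, cutoff set per screening run, cut at about 7.5% in these data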;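 note: red hydrolysis product quenches plate fluorescence so inhibitors raise well fluorescence; 0% = enzyme with DMSO and 100% = DMSO without enzyme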
PHOSPHO1 inh – blocks human PHOSPHO1 phosphatase activity; Q8TCT1; recombinant PHOSPHO1, absorbance phosphatase assay; inhibition, % at 13.3 µM; 290,000 compounds, 1.1% hits; in the data active = inhibition above about 60%
UBC9 SUMO inh – SUMOylation inhibition; 290,000 compounds, 0.36% hits; P63279; HTRF SUMOylation assay, SAE1/SAE2 + UBC9, in vitro; inhibition, % at 35 µM; in the data active = inhibition above about 50%, passing the limit was not always enough; note: strong numbers were not always called active
* = called active by the depositor; . = no result given; [ ] = another dose, or the depositor's remark.

Value order: p-CIP stab down	VIM-2 inh	PHOSPHO1 inh	DNA FID counter	MEKK3 PB1 HTS	IDE act	NS3 helicase inh	IMP-1 inh	UBC9 SUMO inh
- C/C(=N\O)C(=O)NCc1ccncc1
 : -8	0.9	16	0	99	-2	-2	-1.6	-2
- N#Cc1nc(COc2ccc(Cl)cc2)oc1N1CCCC1
 : -2	-2.2	-4	-6	107	-3	-18	-1.2	-3
- CN(CCCNC(=O)c1cc2c(Cl)nc3ccccc3c2s1)Cc1ccccc1
 : -4	22*	15	25	110	-2	-40	0.9	-9
- Nc1nc(Cl)cc(N2CCCC2)n1
 : -15	-1.3	30	3	92	3	10	-2.1	5
- COc1ccc(N(Cc2cc(=O)[nH]c3ccccc23)C(=O)C(C)C)cc1
 : 4	-2.1	.	-31	105	0	4	-0.7	9
- CCCn1c(SCC(=O)N2CCCCC2)nnc1-c1ccco1
 : -15	0.8	7	-7	103	1	6	-3.1	33
- Cc1cc(C(C)(C)C)cc(S(=O)(=O)NCCc2ccncc2)c1C
 : -15	-3.3	32	-26	105	5	-15	-2.9	5
- CCOC(=O)c1ccc(S(=O)(=O)N(CCO)Cc2cc3cc(OC)c(OC)cc3[nH]c2=O)cc1
 : -12	-1.7	28	-9	110	6	-5	-2.8	-8
- CC(NC(=O)CCNS(=O)(=O)c1ccc2c(c1)oc(=O)n2C)c1ccccc1 (configuration not stated)
 : -9	-1.8	22	-5	98	4	2	-2.1	4
- Cn1c(Sc2ccc(Br)cc2)c(C=O)c2ccccc21
 : 7	-1.8	7	1	100	4	3	-2.0	-41
- CCC(=O)NC(c1ccc(OC)cc1)c1cc(Cl)c2cccnc2c1O (configuration not stated)
 : -10	-1.5	10	-9	98	7	-6	-2.7	-26
- Cc1cc(/C=C2/NC(=O)N(Cc3ccccc3F)C2=O)c(C)n1-c1ccccn1
 : -11	-3.9	-13	-20	101	-1	9	-1.0	6
- COCCCNC(=O)c1ccccc1Sc1ccc(NC(C)=O)nc1
 : -2	0.6	41	-10	101	-7	-11	-0.4	12
- Clc1ccc(-c2nc(N3CCCCC3)nc3ccccc23)cc1
 : 1	-1.1	11	-1	111	-4	-1	-3.1	0
- O=C(COC(=O)/C=C/c1ccc(F)cc1)Nc1ccccc1-c1ccccc1
 : -9	-3.0	1	-5	69*[inhibitor]	4	-7	-1.7	5
- O=c1[nH]c2cc3c(cc2cc1CN(Cc1ccccc1)Cc1nnnn1Cc1ccco1)OCCO3
 : -5	1.0	29	-8	102	-1	12	-4.4	43
- CC1CC(C)CN(C(=O)CSCC(=O)O)C1 (configuration not stated)
 : -7	-1.5	41	0	86	5	7	-5.0	5
- COc1ccc(Cl)cc1C(=O)NCc1ccc2c(c1)OCO2
 : -2	1.7	.	-8	102	2	0	-1.9	-14
- O=C1C=C(NCc2ccccc2)CCC1
 : 2	-2.3	3	5	97	-1	7	-2.4	4
- CCC(C(=O)Nc1ncccn1)(C(F)(F)F)C(F)(F)F
 : -17	-2.8	16	3	100	-4	-1	-2.7	11
- CC(=O)N(C)C1(c2nnnn2CCOC(=O)Nc2ccc(Cl)cc2)CCCCC1
 : -2	-2.8	-3	-3	108	3	1	-2.9	4
- CC(C)OCCCNC(=O)c1cc(S(=O)(=O)N2CCc3ccccc32)cn1C
 : -4	-2.0	23	-43	102	-1	1	-0.5	9
- COC(=O)c1ccc(CSc2nc(-c3ccccc3)cs2)o1
 : -9	-2.2	51	-10	86	-6	-7	-3.3	-25
- CC(C)c1ccc(NC2CCCN(C(=O)c3ccsc3)C2)cc1 (configuration not stated)
 : -11	-2.6	20	-35	101	-5	-2	-0.6	4
- O=S1(=O)CCC(N2CCOCC2)C1 (configuration not stated)
 : 9	-2.8	10	3	102	2	-3	1.1	0
- O=c1c2ccccc2nnn1CSc1nnc2sc3ccccc3n12
 : -14	-2.9	24	1	.	.	2	-2.6	-2
- COc1ccc(OC)c(S(=O)(=O)N(C)CC(=O)N2CCN(c3ccc(F)cc3)CC2)c1
 : -8	0.6	13	-31	106	-4	-2	0.2	13
- CCOC(=O)N1CCC(N2C(=O)c3ccc(C(=O)NCCC(C)C)cc3C2=O)CC1
 : -3	0.0	11	-22	97	5	14	4.4	2
- Cc1ccc(CN(C)C(=O)c2cc(Br)c(Br)s2)o1
 : -6	-2.1	32	-5	103	0	-1	-1.6	17
- CC(=O)c1cccc(NC(=O)NNC(=O)c2ccc(Cl)cc2Cl)c1
 : -5	-3.4	2	-2	100	-1	-12	-3.7	11
- CCC(c1ccccc1)c1nc(-c2ccccn2)no1 (configuration not stated)
 : 1	-0.6	-8	-12	101	1	-14	-3.2	8
- COc1ccc(CCNC(=O)CN2CCN(Cc3ccccc3F)C2=O)cc1OC
 : -1	-1.6	17	-19	107	-3	-1	-2.0	2
- CCn1c(=O)c(C(=O)NCc2ccc(OC)c(OC)c2)c(O)c2ccccc21
 : -9	-1.0	0	-3	96	-1	3	0.2	13
- CN(C)c1ccc(NC(=O)Cc2ccccc2)c2ccccc12
 : -19	-4.2	.	-17	99	5	5	-1.1	15
- CCOC(=O)c1ccc(NS(=O)(=O)c2ccc(-c3coc(C)n3)cc2)cc1
 : -4	0.9	12	-21	98	3	-3	-0.8	7
- Cc1nnc(SCc2ccc(F)cc2)s1
 : -4	-1.8	21	0	90	0	6	-4.2	3
- COc1ccccc1NC(=O)NN1CCCCC1
 : 8	-2.4	39	-14	100	0	8	-1.5	8
- CCN(C(=O)CSc1nc2nc(C)cc(C)n2n1)c1cccc(C)c1
 : 6	-0.1	26	-30	100	3	3	-1.2	-27
- CCn1c(SCC(=O)N2CCCc3ccccc32)nnc1-c1ccco1
 : -5	-4.9	-8	-21	98	10	2	-3.1	20
- CC(C)(C)c1ccc(C(=O)NC2CCS(=O)(=O)C2)cc1 (configuration not stated)
 : -4	1.2	45	-9	100	1	2	-1.1	-4
- Cc1ccccc1CS(=O)(=O)Cc1ccc(C(=O)NCc2ccccn2)o1
 : -12	-2.5	0	-12	100	1	-1	0.2	-4
- CCc1ccc(/C=C/c2c[nH]c3ccccc23)[n+](CC)c1
 : -15	-3.0	0	1	99	-7	-7	-1.3	14
- O=S(=O)(c1cccs1)N1CCN(c2ccccc2F)CC1
 : -4	-0.7	32	-18	103	5	-7	-3.2	3
- Cc1ccc(-n2cccc2/C=C2\C(=N)N3N=C(c4ccco4)SC3=NC2=O)cc1
 : -7	-1.2	20	-26	85	5	42*	0.5	64*
- O=S(=O)(NCCCCCNS(=O)(=O)c1ccccc1)c1ccccc1
 : 0	-3.5	35	-18	79	4	-2	1.7	2
- O=C(NCC(F)(F)F)Nc1nnc(C(F)(F)F)s1
 : -9	0.0	-2	2	94	5	-13	-3.9	8
- Cc1cccc(C)c1NC(=S)/C(=C(\[O-])c1cccs1)[n+]1ccccc1
 : -3	-2.4	11	3	94	-2	4	-1.8	0
- COc1ccc(N(Cc2cc(=O)[nH]c3ccccc23)C(C)=O)cc1
 : -26	-1.2	.	-18	97	-6	8	-2.0	8
- O=C(c1ccc(Cl)cc1Cl)C1(n2cncn2)Oc2ccccc2C1O (configuration not stated)
 : -1	-4.1	-15	-8	99	-5	-7	-2.3	25
- Cc1ccc(S(=O)(=O)N(CCC(=O)O)Cc2ccc(Cl)cc2)cc1
 : 4	-2.2	17	-43	93	-1	5	-2.5	12
- Cc1ccc(C(=O)NNC(=O)CCC(=O)Nc2cc(C)on2)cc1
 : -1	-3.8	1	0	99	-2	8	-3.6	-2
- COc1ccccc1-c1ccc(=O)n(CC(=O)NCC2CCCO2)n1 (configuration not stated)
 : -6	-3.3	24	-1	106	7	5	-3.2	10
- CCOC(=O)c1ccc(NC(=O)N2CCc3ccccc3C2)cc1
 : -9	-1.0	18	-35	103	9	0	-1.5	16
- Cc1ccc(-c2cc(C(=O)Nc3cc(C)ccc3C)[nH]n2)c(O)c1
 : 3	-1.1	-7	-4	79	-4	4	2.4	23
- O=C(/C=C\c1ccccc1)Nc1nccs1
 : 11	-2.9	-6	-3	110	7	-1	-1.9	8
- CC(C)OP(=O)(OC(C)C)C(Nc1ccccc1)c1ccc2c(c1)OCO2 (configuration not stated)
 : -4	-1.1	-1	-22	100	0	-14	-2.3	2
- CCCCNC(=O)c1sc(=S)n2c1[nH]c(=O)c1ccccc12
 : 4	0.3	48	-8	101	5	22	-0.3	8
- CCc1cccc(C)c1NC(=O)c1cc(C)oc1C
 : -5	-3.4	32	-3	102	1	-2	-3.1	-13
- Cc1cc(NC(=O)c2cc3ccccc3o2)cc(C)c1OCC(=O)N1CCOCC1
 : -12	-2.9	18	-44	104	-6	2	2.3	-3
- Cc1nc(Nc2ccccc2)sc1C(=O)c1ccc(F)cc1
 : 1	0.2	-15	-13	98	2	-5	-4.9	-14

(more compounds)
Value order: p-CIP stab down	VIM-2 inh	PHOSPHO1 inh	DNA FID counter	MEKK3 PB1 HTS	IDE act	NS3 helicase inh	IMP-1 inh	UBC9 SUMO inh
- Cc1ccc2nc(-c3ccccc3)cc(C(=O)N3CCc4ccccc4C3)c2c1
 : 13	-4.0	-2	-17	.	6	-10	-3.7	-15
- O=C(CSc1ccc(-c2ccco2)nn1)NCc1ccc(F)cc1
 : -7	-4.2	-9	-4	112	0	3	-3.1	6
- COc1cccc(C(=O)NC2=NCCS2)c1OC
 : -6	-0.3	48	-2	105	0	0	-2.9	12
- N=C1C(c2nc(-c3ccc(Cl)cc3)cs2)=C(O)CN1NC(=O)c1ccc(O)cc1
 : -7	-2.2	11	-2	111	0	14	-2.0	16
- O=C(NCc1ccccn1)c1ccc(-c2ccccc2)cc1
 : -10	-2.2	28	-8	99	-12	1	-1.7	8
- O=C(Nc1c(C(=O)N2CCOCC2)cnn1-c1ccccc1)c1cccc(F)c1
 : -4	-2.7	48	-11	100	0	-7	-3.5	10
- COc1cccc(C(=O)NCC(=O)N/N=C/c2c(C)[nH]c3ccccc23)c1
 : -8	2.4	-11	14	104	0	1	2.5	13
- COc1cc(-c2nnc(SCC(=O)N3CCOCC3)o2)cc(OC)c1OC
 : 8	-2.1	10	-23	99	0	0	-5.0	-14
- O=C(C[n+]1ccc2ccccc2c1)c1ccc(NC(=O)c2ccccc2)cc1
 : 1	-1.4	32	13	109	-1	-13	0.8	6
- CC(C)CCn1c(Oc2ccc(Cl)cc2)nc2c1c(=O)n(C)c(=O)n2C
 : -4	-3.2	12	-7	102	3	-1	-3.2	4
- O=C(c1ccccc1F)N1CCN(Cc2ccc3c(c2)OCO3)CC1
 : 0	-1.0	14	-9	104	2	9	-1.2	9

2 compounds picked at random from the list so far:
Value order: p-CIP stab down	VIM-2 inh	PHOSPHO1 inh	DNA FID counter	MEKK3 PB1 HTS	IDE act	NS3 helicase inh	IMP-1 inh	UBC9 SUMO inh
- Cc1ccc2nc(-c3ccccc3)cc(C(=O)N3CCc4ccccc4C3)c2c1
 : 13	-4.0	-2	-17	.	6	-10	-3.7	-15
- O=C(Nc1c(C(=O)N2CCOCC2)cnn1-c1ccccc1)c1cccc(F)c1
 : -4	-2.7	48	-11	100	0	-7	-3.5	10

These rows are one share of the data; rates above refer to the full screens.
